Screening data as filed in PubChem BioAssay.
AHR activator = human AHR activation; AID 2796; AHR-responsive luciferase reporter cells, luminescence; 2.5% of 320,000 active; P35869; activation, % at 5 µM; in the data active = activation above about 47%;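 also: 0% = vehicle wells and 100% = reference agonist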
RPL19A-GFP yeast = modulators of TOR pathway RPL19A-GFP in S. cerevisiae. S. cerevisiae RPL19A-GFP strain, flow cytometry, 3 h; active compounds read low. percent response vs DMSO, % at 10 µM. 0.3% of 330,000 active;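 active = percent response vs DMSO below 50%; inconclusive = fewer than 70 events counted for the yeast strain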;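 also: median channel GFP fluorescence of the barcoded RPL19A-GFP strain; ratio of sample median GFP to plate DMSO average so 100% = DMSO; lower means less RPL19A-GFP as with rapamycin TOR inhibition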
proCasp7 act = counter-screen: procaspase-7 (human) activation; AID 463210; P55210; recombinant procaspase-7, Ac-DEVD-pNA absorbance 405 nm; D23A/D198A/D206A triple mutant, cannot self-cleave; scale: DMSO 0, 5 µM enzyme 100; 0.093% of 330,000 active; activation, % at 8.5 µM;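 active = percent activation above the screen-wide mean plus 3 SD, cut at about 25% in these data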
Target sequence (P55210 whole entry D23A/D198A/D206A): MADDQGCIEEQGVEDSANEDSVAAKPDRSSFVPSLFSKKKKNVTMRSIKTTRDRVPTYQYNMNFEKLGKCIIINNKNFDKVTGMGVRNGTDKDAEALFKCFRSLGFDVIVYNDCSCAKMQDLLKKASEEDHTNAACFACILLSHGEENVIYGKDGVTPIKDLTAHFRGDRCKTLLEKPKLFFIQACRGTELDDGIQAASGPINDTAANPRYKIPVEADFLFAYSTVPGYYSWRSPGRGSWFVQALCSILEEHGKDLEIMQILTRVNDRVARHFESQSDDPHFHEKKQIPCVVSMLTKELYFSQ
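buffer or medium = Zinc-free HEPES/NaCl buffer, pH 7.4 | material = Procaspase-7 triple mutant (PC-7 D3A) | input = 2 µM procaspase-7 mutant as dispensed | signal = Epi-absorbance of released pNA at 405 nm, two timepoints | timing = 1 h preincubation, 2 h reaction | replicates = singlicate compound testing | evaluation = % activation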
MEP2-GFP yeast = alters MEP2-GFP fluorescence in TOR pathway yeast screen | S. cerevisiae MEP2-GFP strain, flow cytometry GFP, 3 h; 100% = DMSO control level | GFP response vs DMSO, % at 10 µM | 0.51% of 330,000 active | AID 2016;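 active = GFP response versus DMSO above a set limit, roughly screen mean plus 3 SD, cut at about 180% in these data; inconclusive = fewer than 70 cells counted for a yeast strain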;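 also: median GFP fluorescence of the barcode-gated MEP2-GFP cells per well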
proCasp3 act = activates human procaspase-3 | P42574 | recombinant procaspase-3 D3A, Ac-DEVD-pNA absorbance 405 nm | activation, % at 8.5 µM | 0.11% of 330,000 active | AID 463141;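 active = activation above the mean of all tested compounds plus 3 SD, cut at about 21% in these data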;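 also: 0% = DMSO alone and 100% = DMSO wells spiked with extra 5 µM PC-3 D3A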
Target sequence (P42574 whole entry D9A/D28A/D175A): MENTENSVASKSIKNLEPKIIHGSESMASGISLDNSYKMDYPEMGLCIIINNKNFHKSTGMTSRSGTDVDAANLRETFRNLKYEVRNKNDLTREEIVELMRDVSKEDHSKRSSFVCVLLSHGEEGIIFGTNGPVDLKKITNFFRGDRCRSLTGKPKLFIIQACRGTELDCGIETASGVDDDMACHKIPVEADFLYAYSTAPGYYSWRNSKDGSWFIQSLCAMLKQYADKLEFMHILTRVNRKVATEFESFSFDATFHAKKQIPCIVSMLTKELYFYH
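assay system = Procaspase-3 D3A mutant | signal = absorbance at 405 nm, 0 and 120 min | times = 1 h preincubation plus 2 h reaction at 25 °C | repeats = single replicate | read-out = % activation between DMSO and enzyme-spiked controls | medium = Zinc-free HEPES saline buffer with Triton X-100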
AGP1-GFP MLPCN = yeast TOR pathway AGP1-GFP modulation | GFP response vs DMSO, % at 10 µM | 0.02% of 320,000 active | S. cerevisiae AGP1-GFP multiplex flow cytometry, 3 h; GFP as percent of DMSO wells;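 active = GFP response relative to DMSO above a set limit, near screen average plus 3 SD, cut at about 150% in these data; inconclusive = fewer than 70 cells counted for the yeast strain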;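 also: median GFP channel fluorescence of the gated AGP1 strain per well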
LAP4 TOR yeast = yeast TOR pathway LAP4-GFP modulation | 0.34% of 320,000 active | GFP response vs DMSO, % at 10 µM | AID 2023 | S. cerevisiae LAP4-GFP multiplex, flow cytometry GFP, 3 h; median GFP as percent of DMSO wells;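 active = GFP response vs DMSO above a set limit, about the screen mean plus 3 SD, cut at about 150% in these data; inconclusive = under 70 cell events counted for the yeast strain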
CIT2 TOR yeast = yeast TOR pathway CIT2-GFP modulation; S. cerevisiae CIT2-GFP strain, flow cytometry, 3 h; 100 means same as DMSO wells; 0.065% of 320,000 active; GFP response vs DMSO, % at 10 µM; AID 2029;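 active = GFP response relative to DMSO above a set limit, near the screen mean plus 3 SD, cut at about 150% in these data; inconclusive = Fewer than 70 cells measured for a yeast strain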;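 also: ratio of well median GFP fluorescence to mean of DMSO wells on the plate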
Starred values were filed as active, the others as inactive; ? = inconclusive; . = not tested or not shown; [ ] = another dose, or the depositor's remark. Outcome played no part in choosing rows; about 3.5% have a hit in one of these screens.

SMILES | AHR activator | RPL19A-GFP yeast | proCasp7 act | MEP2-GFP yeast | proCasp3 act | AGP1-GFP MLPCN | LAP4 TOR yeast | CIT2 TOR yeast
CN1CCc2c(sc3nc(SCC(=O)N4CCOCC4)n(-c4ccc(Cl)cc4)c(=O)c23)C1 | 7 | 101 | -3 | 98 | -9 | 101 | 95 | 97
O=C(O)c1ccc(N=C2SCC(=O)N2Cc2ccccc2)cc1 | 4 | 97 | 9 | 90 | 0 | 84 | 113 | 82
COc1cc2c(cc1OC)C(C)N(C(=O)[C@@H](NC(=O)c1ccccc1)C(C)C)CC2 (some centres not stated) | 1 | 99 | 8 | 103 | 3 | 102 | 98 | 108
O=C(CCCN=C1NS(=O)(=O)c2ccccc21)OCc1cc([N+](=O)[O-])cc2c1OCOC2 | -1 | 96 | 3 | 102 | 3 | 102 | 89 | 88
COc1ccc([C@@H]2C(C#N)=C(N)S[C@@H](c3ccccc3)[C@@H]2[N+](=O)[O-])cc1 | 0 | 109 | -1 | 108 | -3 | 109 | 109 | 108
NCCCNC(=O)c1ccc(/C=N/O)nc1 | 4 | 102 | 7 | 118 | 1 | 105 | 98 | 106
COc1ccc(S(=O)(=O)Nc2ccc(C)cc2)cc1N(C)S(=O)(=O)c1ccc(Cl)cc1 | -1 | 103 | -3 | 101 | -3 | 111 | 96 | 94
CC(C)(C)c1ccc(C(=O)O[C@H]2[C@H](Cc3ccccc3)NS(=O)(=O)[C@H]3C[C@@H]4C=C[C@]23O4)cc1 | 0 | 95 | 2 | 87 | -7 | 96 | 90 | 95
Cn1nnnc1Sc1ncnc2scc(-c3ccc(C#N)cc3)c12 | -2 | 94 | 3 | 94 | 6 | 96 | 95 | 100
CC(=O)N1C(Nc2ccc(Cl)cc2)CCN1c1ccccc1 (configuration not stated) | 5 | 97 | -2 | 100 | 11 | 96 | 93 | 94
CCc1noc(C)c1C(=O)Nc1cccc(S(=O)(=O)N2CCCCCC2)c1 | 4 | 105 | 2 | 102 | 4 | 107 | 117 | 91
COCCNC(=O)C(c1ccc(C)cc1)N(C(=O)CCC(=O)Nc1ccccn1)c1cccc(C)c1 (configuration not stated) | 1 | 108 | -8 | 107 | 2 | 102 | 97 | 105
O=C(Cn1c(=O)oc2ccccc21)N1CCN(S(=O)(=O)c2ccccc2)CC1 | 2 | 94 | 4 | 95 | 7 | 95 | 96 | 96
O=C(C1COc2ccccc2O1)N1CCN(c2ccc(C(F)(F)F)cn2)CC1 (configuration not stated) | 0 | 99 | -1 | 113 | 1 | 102 | 111 | 99
CCCCCCc1nc(C(N)=O)c2[nH]c(=O)n(-c3ccccc3F)c2n1 | -1 | 98 | -1 | 111 | 4 | 98 | 104 | 100
COc1ccc(NC(=O)Cn2nnc(C(=O)NCCc3ccc(OC)c(OC)c3)c2N)c(OC)c1 | 2 | 106 | 4 | 104 | 10 | 102 | 88 | 99
CN(C)c1ccc(P(=O)(COc2ccc([N+](=O)[O-])cc2)c2ccc(N(C)C)cc2)cc1 | 0 | 98 | 0 | 98 | -10 | 98 | 97 | 102
COc1ccc(C(=O)NCCn2cc(SCC(=O)NCc3ccco3)c3ccccc32)cc1 | 3 | 96 | -3 | 100 | -7 | 103 | 100 | 96
Cc1cccc(-c2nnc(SCC(=O)NC3CC3)n2C)c1 | 0 | 99 | 10 | 100 | -5 | 98 | 95 | 96
CCCn1c(SCN2C(=O)c3ccccc3C2=O)nc2cc(Cl)ccc2c1=O | 0 | 104 | -3 | 105 | -3 | 101 | 103 | 100
Cn1c(O)c(N=Nc2nc(-c3ccccc3)cs2)c2ccccc21 | 54* | 106 | -22 | 120 | 2 | 105 | 107 | 107
CCOC(=O)c1snc2c(=O)[nH]cnc12 | 0 | 100 | 7 | 101 | 5 | 106 | 104 | 108
CCc1noc(C)c1C(=O)NNC(=O)c1nn(C)c(=O)c2ccccc12 | -1 | 100 | -1 | 102 | 2 | 98 | 98 | 97
CCNS(=O)(=O)c1ccc(CCC(=O)Nc2ccccc2)cc1 | 1 | 98 | -1 | 101 | 4 | 103 | 97 | 105
c1ccc(-c2nccc3ccccc23)cc1 | 3 | 96 | -2 | 108 | 1 | 102 | 108 | 96
Cc1nc2ncnn2c(C)c1CCC(=O)Nc1csc(N)n1 | -3 | 87 | 9 | 97 | 4 | 90 | 91 | 95
CCOc1ccc(C(Nc2ccc(C)cc2)P2(=O)OCCC(C)O2)cc1 (configuration not stated) | 1 | 101 | 1 | 108 | -2 | 102 | 99 | 106
O=C(NCc1cccnc1)c1cccc(OC2CCN(Cc3ccc(CO)o3)CC2)c1 | -1 | 95 | -11 | 98 | 2 | 95 | 97 | 91
CC1CC(C)CN(C(=O)CCNC(=O)Cn2cnc3ccccc3c2=O)C1 (configuration not stated) | -2 | 104 | 4 | 108 | -9 | 101 | 97 | 105
COc1ccc(OCc2cc(C(=O)NC(C)Cc3cnccn3)no2)c(Cl)c1 (configuration not stated) | 25 | 97 | -9 | 102 | 1 | 106 | 108 | 107
O=C(NC1CC2CCCC(C1)N2C(=O)Nc1cccc(F)c1)C1CC1 (configuration not stated) | 2 | 97 | 7 | 102 | -1 | 93 | 86 | 95
Cc1ccc(C(=O)N2N=C(c3ccccc3O)CC2c2ccccc2)cc1 (configuration not stated) | 0 | 98 | 8 | 101 | 5 | 106 | 104 | 106
OCC(O)/C=N/Nc1nc(Nc2ccccc2)nc(Nc2ccccc2)n1 (configuration not stated) | 36 | 99 | -1 | 100 | -6 | 89 | 93 | 96
CC1(NC(=O)c2ccccc2)CCN(CCc2cccs2)C1=O (configuration not stated) | 1 | 97 | 10 | 94 | 2 | 106 | 110 | 97
COc1cc(C#Cc2ccc3cc(CCO)oc(=O)c3c2)cc(OC)c1 | 2 | 103 | -1 | 101 | -6 | 100 | 120 | 101
O=C(Nc1ccc(F)cc1)c1ccc2snnc2c1 | 39 | 97 | 5 | 105 | 6 | 92 | 117 | 98

Compound profiles (already shown):
`O=C(O)c1ccc(N=C2SCC(=O)N2Cc2ccccc2)cc1` as listed: AHR activator = 4; RPL19A-GFP yeast = 97; proCasp7 act = 9; MEP2-GFP yeast = 90; proCasp3 act = 0; AGP1-GFP MLPCN = 84; LAP4 TOR yeast = 113; CIT2 TOR yeast = 82
`O=C(NC1CC2CCCC(C1)N2C(=O)Nc1cccc(F)c1)C1CC1` (configuration not stated) as listed: AHR activator = 2; RPL19A-GFP yeast = 97; proCasp7 act = 7; MEP2-GFP yeast = 102; proCasp3 act = -1; AGP1-GFP MLPCN = 93; LAP4 TOR yeast = 86; CIT2 TOR yeast = 95

Later entries
SMILES | AHR activator | RPL19A-GFP yeast | proCasp7 act | MEP2-GFP yeast | proCasp3 act | AGP1-GFP MLPCN | LAP4 TOR yeast | CIT2 TOR yeast
CCOC(=O)c1cc(-c2csc(-c3cccc(Cl)c3)n2)on1 | 0 | 93 | -1 | 92 | -9 | 96 | 96 | 94
Cc1ccc(S(=O)(=O)N(CC(=O)N/N=C/c2cccc(Cl)c2)c2cccc3cccnc23)cc1 | 4 | 94 | -5 | 98 | -1 | 92 | 89 | 95
COc1cccc(CN(C)C(=O)CSCC(=O)Nc2cccc(C)c2)c1OC | 1 | 94 | 2 | 96 | 4 | 102 | 106 | 95
C=CCOc1ccc(C(=O)/C=C2/C(=O)Nc3ccccc32)cc1 | 8 | 105 | 1 | 106 | 10 | 105 | 105 | 97
Cn1c(Cc2ccccc2)nnc1SCC(=O)c1ccc(Br)s1 | -1 | 96 | -1 | 96 | -11 | 99 | 102 | 101
CCOc1ccc(NC(=O)CCN2C(=S)NC(C)(C)CC2C)cc1 (configuration not stated) | 3 | 101 | -7 | 99 | -10 | 107 | 106 | 110
CCCCOC(=O)C(C)Sc1n[nH]c(=O)[nH]c1=O (configuration not stated) | 2 | 108 | 4 | 103 | 7 | 100 | 88 | 105
O=C(c1cccc(Cl)c1)N1CCN(Cc2ccccc2F)CC1 | 1 | 96 | 5 | 100 | 1 | 104 | 99 | 90
COc1ccc(/C=N/NC(=O)c2ccc(CSc3nc(C)cc(C)n3)cc2)c(OC)c1OC | 1 | 88 | 3 | 104 | 4 | 97 | 112 | 89
Cc1ccc(-c2csc(N(C)C(=O)c3c(C)nn(-c4ccccc4)c3Cl)n2)cc1 | 1 | 97 | -4 | 100 | 8 | 94 | 96 | 90
Cc1ccc(C(=O)/C=C/Nc2ccc3c(c2)OCO3)cc1 | 25 | 98 | -35 | 96 | -28 | 95 | 100 | 89
CN(C(=O)COC(=O)c1cccc(S(=O)(=O)N(C)c2ccccc2)c1)C1CCCCC1 | 0 | 95 | -3 | 96 | -2 | 95 | 90 | 91
CCOCCCn1c(=N)c(C(N)=S)cc2c(=O)n3cccc(C)c3nc21 | 13 | 97 | -24 | 102 | -26 | . | 97 | 96
COc1ccc(C(=O)N2CCN(Cc3ccccc3C)CC2)cc1OC | 1 | 99 | 2 | 102 | -2 | 103 | 100 | 105
O=C(Cc1ccc(F)cc1)OCn1nnc2ccccc2c1=O | 3 | 99 | -1 | 101 | 3 | 102 | 106 | 102
Cc1ccc(-n2cc(CNCCc3ncc(C)[nH]3)c(-c3ccc(F)cc3)n2)cc1 | 2 | 97 | 6 | 100 | 4 | 101 | 111 | 99
NC(=O)C1CCN(C(=O)CSc2nc3c(c(-c4ccccc4)n2)CCCC3)CC1 | 1 | ? | -1 | ? | 0 | ? | 92[may fluoresce red and violet] | ?
C=CCn1c(SCn2nnc3ccccc3c2=O)nnc1-c1ccc(Br)cc1 | 4 | 89 | 5 | 91 | 4 | 90 | 103 | 87
CN(C)C(=O)Nc1ccc(F)cc1F | 0 | 104 | -3 | 110 | 9 | 104 | 100 | 110
O=C(Nc1cc(=O)[nH]c2ncnn12)c1ccc(Cl)cc1Cl | 0 | 103 | 8 | 103 | 1 | 109 | 103 | 109
COc1cc(C)ccc1OCC(=O)Nc1ccc2c(c1)OCO2 | 6 | 100 | -12 | 106 | 7 | 103 | 120 | 98
CCCCC(c1nnnn1CS(=O)(=O)c1ccc(C)cc1)N1CCN(c2ccccc2)CC1 (configuration not stated) | 1 | 95 | 6 | 95 | 0 | 93 | 93 | 93
Cc1cc(C)c(S(=O)(=O)NCC(c2ccc3c(c2)OCO3)N2CCOCC2)c(C)c1 (configuration not stated) | 1 | 103 | -3 | 105 | 4 | 113 | 104 | 107
COc1ccc(CCNC(=O)CN2C(=O)NC3(CCCCC3)C2=O)cc1 | -1 | 97 | 6 | 101 | -4 | 100 | 114 | 92
CCc1cc(C(=O)O)c(NC(=O)c2cc(OC)c(OC)c(OC)c2)s1 | 1 | 105 | -9 | 100 | -1 | 98 | 110 | 105
CN1CCN(CCn2c(=S)[nH]c3ccccc3c2=O)CC1 | -1 | 101 | 8 | 102 | 0 | 94 | 96 | 96
COc1ccc(CNCc2ccc3ccccc3c2)c(OC)c1 | 2 | 105 | 3 | 111 | 1 | 107 | 91 | 114
